# BoNT-F LC inh – BoNT F light chain protease inhibition; Multiplex microsphere protease cleavage assay, flow cytometry; inhibition, % at 10 µM; 360,000 compounds, 0.22% hits; in the data active means inhibition above about 35%, passing the limit was not always enough; inconclusive means no clear call, values can overlap the other calls; further: plate controls were buffer without enzyme for full effect and enzyme alone for no effect
# GDH-TPI inh – inhibits GDH-TPI coupling enzymes, artifact for Mtb FBA screen | GDH-TPI coupled enzyme counterscreen, NADH absorbance | inhibition, % at 4.8 µM | 360,000 compounds, 1.2% hits; in the data active means inhibition above about 30%;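 further: 0% = DMSO wells and 100% = wells lacking the enzyme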
# FadD28 binding – inhibitors of Mycobacterium tuberculosis FadD28 bisubstrate binding; inhibition, % at 12.5 µM; FadD28 bisubstrate probe binding, fluorescence polarization; 360,000 compounds, 0.22% hits; AID 588549; in the data active means inhibition above about 8.5%, passing the limit was not always enough; inconclusive means no clear call, values can overlap the other calls
# Rv3671c inh – Rv3671c (M. tuberculosis) protease inhibition; P9WHR9; inhibition, % at 5.96 µM; 320,000 compounds, 0.048% hits; AID 2606; in the data active means inhibition above about 38%;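 further: extracellular domain of Rv3671c used as enzyme; 0% = enzyme with DMSO and 100% = no enzyme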
# Target sequence (P9WHR9 whole entry, looked up, the tested form may be a part): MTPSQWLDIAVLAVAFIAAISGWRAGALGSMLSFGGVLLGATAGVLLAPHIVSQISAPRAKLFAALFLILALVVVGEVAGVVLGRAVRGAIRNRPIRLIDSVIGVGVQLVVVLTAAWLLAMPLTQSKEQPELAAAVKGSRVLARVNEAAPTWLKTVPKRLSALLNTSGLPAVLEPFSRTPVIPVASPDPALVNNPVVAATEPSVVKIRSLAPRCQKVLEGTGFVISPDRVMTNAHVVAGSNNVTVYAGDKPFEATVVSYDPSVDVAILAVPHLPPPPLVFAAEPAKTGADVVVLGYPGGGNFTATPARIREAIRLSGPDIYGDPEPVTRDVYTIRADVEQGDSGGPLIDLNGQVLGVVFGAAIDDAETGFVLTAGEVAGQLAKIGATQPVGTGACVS
# PrPC surface inh – inhibitors of human cell surface prion protein PrPC. P04156. TR-FRET read-out. inhibition, % at 13.8 µM. 370,000 compounds, 0.43% hits. AID 720596; in the data active means inhibition above about 24%; further: 0% = median of the test wells and 100% = reference compound wells
# Mtb UGM inh – inhibitors of M. tuberculosis UDP-galactopyranose mutase; P9WIQ1; purified UGM, fluorescence polarization probe displacement; inhibition, % at 10 µM; 320,000 compounds, 0.06% hits; AID 504406; in the data active means inhibition above about 10%, passing the limit was not always enough; inconclusive means no clear call, values can overlap the other calls
# Mtb BioA inh – blocks M. tuberculosis BioA enzyme activity; purified M. tuberculosis BioA enzyme, plate reader; 360,000 compounds, 0.096% hits; inhibition, % at 9.99 µM; AID 602481; in the data active means inhibition above about 40%; inconclusive means no clear call, values can overlap the other calls
# FBA Mtb inh – inhibitors of M. tuberculosis fructose-bisphosphate aldolase; 360,000 compounds, 2.3% hits; inhibition, % at 1 µM; purified M. tuberculosis FBA, fluorescence read-out; P9WQA3; in the data active means inhibition above about 27%;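 further: 0% = vehicle and 100% = reference inhibitor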
# Target sequence (P9WQA3 whole entry, looked up): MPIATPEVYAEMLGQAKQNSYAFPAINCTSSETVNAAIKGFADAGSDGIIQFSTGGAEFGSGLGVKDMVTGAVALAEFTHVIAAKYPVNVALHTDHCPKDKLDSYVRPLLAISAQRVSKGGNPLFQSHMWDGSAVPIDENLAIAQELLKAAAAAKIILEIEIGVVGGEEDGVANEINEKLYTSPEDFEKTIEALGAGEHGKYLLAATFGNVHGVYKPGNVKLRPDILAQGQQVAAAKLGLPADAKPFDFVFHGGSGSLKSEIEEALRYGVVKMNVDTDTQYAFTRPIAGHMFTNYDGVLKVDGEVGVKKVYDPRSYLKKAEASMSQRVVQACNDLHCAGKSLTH
# MazEF act – increases E. coli MazEF RNase cleavage of RNA. P0AE70. FAM/BHQ RNA-DNA oligo cleavage fluorescence, 5 h. activation, % at 20 µM. 350,000 compounds, 0.32% hits; in the data active means activation above about 50%
# Target sequence (P0AE70 whole entry, looked up): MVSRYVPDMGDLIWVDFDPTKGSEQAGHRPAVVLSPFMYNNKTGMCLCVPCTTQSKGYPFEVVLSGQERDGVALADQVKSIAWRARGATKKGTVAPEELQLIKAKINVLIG
# Active calls of the source: *; ? = inconclusive; . = no result given; & = joins results of further samples. Outcome played no part in choosing rows. About 4.8% of those tested had a hit in this group.
SMILES,BoNT-F LC inh,GDH-TPI inh,FadD28 binding,Rv3671c inh,PrPC surface inh,Mtb UGM inh,Mtb BioA inh,FBA Mtb inh,MazEF act
CCOC(=O)c1nnc(-c2ccccc2)nc1NC,.,12,-2.2,0,2,1.1,0.8,4,6
CN(C1CCCCC1)S(=O)(=O)c1ccc(SCC(N)=O)nc1,-2,9,1.8,.,1,.,-0.3,0,-1
O=C(COC(=O)c1cncc(Br)c1)NCCC1=CCCCC1,16,0,-0.5,-3,0,0.2,-0.2,-3,2
O=S(=O)(c1ccc(Br)cc1)n1c(Cc2ccccc2)nc2ccccc21,-3,-3,-3.8,0,-2,-0.4,.,0,-1
O=C(CSc1nnc(-c2ccc(C(F)(F)F)cn2)s1)c1ccc(Cl)cc1,-7,-5,-2.6,0,-2,0.3,-0.3,-2,-8
CCCc1cc(=O)[nH]c(SCC(=O)NCCC2=CCCCC2)n1,0,0,-3.6,-4,-1,-0.7,.,2,1
COCCCNC(=O)CCc1c(C)nc2c(-c3ccc(F)cc3)c(C)nn2c1C,0,9,1.3,-1,-2,0.7,-1.0,-5,7
O=C(NCc1ccccc1)C1CNCC(C(=O)NCc2ccccc2)C1 (stereo not given),-1,0,-3.0,.,-4,.,-0.9,-1,0
Nc1nnc(-c2cc3ccccc3oc2=O)s1,3,14,-4.3,0,-39,0.7,-3.6,21,1
Cn1c(=O)[nH]c(=O)c2c1nc(N1CCNCC1)n2CCOc1ccccc1,1,12,0.2,-4,-1,0.9,-0.1,1,4
Cc1ccc2nc(Nc3nc(C)cc(-c4ccccc4)n3)[nH]c(=O)c2c1,0,-6,-2.6,0,0,0.4,0.1,0,-123
Cc1cc(C[n+]2cc(Br)ccc2N)c2ncccc2c1,-11,11,-2.5,5,9,3.1,.,-2,4
Cc1ccnc(NS(=O)(=O)c2ccc(NC(=O)C3CCCO3)cc2)n1 (stereo not given),-9,-4,-1.9,10,-1,4.0,-0.5,-4,-6
O=C(CSc1nnnn1C1CCCC1)Nc1ccccc1N1CCOCC1,3,6,-0.4,-6,0,-1.4,.,-1,-6
COc1ccc(N2C[C@H](C)[C@@H](CC(=O)Nc3ccc(Br)cc3)C2=O)cc1,-8,5,-2.0,.,7,.,-0.5,5,4
CSc1nnc(C)c(=O)[nH]1,-8,-2,-4.5,1,2,-0.7,-3.5,-1,3
COc1ccc(-c2cnc(OC(C)(C)C)nc2OC(C)(C)C)cc1OC,13,2,-1.6,-7,-3,0.2,1.0,-6,-6
COc1ccccc1/C=N/NC(=O)c1nnn(-c2nonc2N)c1CSC1=NCCS1,10,5,-1.6,-5,-6,-2.4,-1.6,0,9
COc1cc2c(cc1OC)C1=C(C#N)CCC(=NC(=O)c3ccc(Cl)cc3)N1CC2,-17,21,0.0,-8,1,1.4,0.3,3,3
CCn1c(Oc2ccc(F)cc2)nc2c1c(=O)n(C)c(=O)n2C,-13,-7,-2.2,-8,6,-0.5,5.7,5,4
CC1CC(C)(C)NC(=S)N1CCCC(=O)Nc1ccccc1F (stereo not given),-2,8,0.9,9,3,1.1,.,-2,-1
O=S(=O)(NCc1ccc(F)cc1)c1ccc(-n2cnnn2)cc1,-4,-4,-2.5,11,5,0.9,-1.0,1,-11
O=S(=O)(/N=C(/Nc1ccc(F)cc1F)c1ccccc1)c1ccccc1,-4,3,2.1,5,2,-3.1,2.4,4,3
O=C1C2C3C=CC(C3)C2C(=O)N1c1cccnc1 (stereo not given),-8,-2,-1.4,14,3,-2.7,1.3,1,-5
CC1(C)S[C@@H]2[C@H](NC(=O)[C@H](N)c3ccc(O)cc3)C(=O)N2[C@H]1C(=O)O,-3,6,-2.0,6,0,-2.5,-0.6,1,2

# The last 4 entries of the part before lead into the next.
SMILES,BoNT-F LC inh,GDH-TPI inh,FadD28 binding,Rv3671c inh,PrPC surface inh,Mtb UGM inh,Mtb BioA inh,FBA Mtb inh,MazEF act
O=S(=O)(NCc1ccc(F)cc1)c1ccc(-n2cnnn2)cc1,-4,-4,-2.5,11,5,0.9,-1.0,1,-11
O=S(=O)(/N=C(/Nc1ccc(F)cc1F)c1ccccc1)c1ccccc1,-4,3,2.1,5,2,-3.1,2.4,4,3
O=C1C2C3C=CC(C3)C2C(=O)N1c1cccnc1 (stereo not given),-8,-2,-1.4,14,3,-2.7,1.3,1,-5
CC1(C)S[C@@H]2[C@H](NC(=O)[C@H](N)c3ccc(O)cc3)C(=O)N2[C@H]1C(=O)O,-3,6,-2.0,6,0,-2.5,-0.6,1,2
Cc1[nH]n(-c2ccccc2)c(=O)c1C=Nc1ccc(S(=O)(=O)NC(N)=O)cc1,-4,23,-0.8,-20,0,-3.8,-1.3,0,-7
Cc1nn(C(C)c2n[nH]c(=S)n2-c2cccc(Cl)c2)c(C)c1[N+](=O)[O-] (stereo not given),3,-13,-2.3,3,-6,-0.3,-0.7,0,4
O=S(=O)(NCCc1csc(-c2cccnc2)n1)c1cccc(F)c1,-2,7,-3.4,-4,-4,1.9,3.5,3,4
C#CCOCCOCCOCCNc1nc(N2CCN(C(=O)[C@H](Cc3ccc(O)cc3)n3cc([C@@H](N)CC(C)C)nn3)CC2)nc(N2CCN(C(=O)[C@H](Cc3cc4ccccc4[nH]3)n3cc([C@@H](N)CC(C)C)nn3)CC2)n1,.,.,.,4,3,3.6,.,.,-36
Cc1ccc(NC(=O)c2nnn(-c3cccc(C(F)(F)F)c3)c2N)cc1,-3,8,-1.8,10,17,1.1,.,1,2
O=C(Cc1ccccc1)NN1C(=O)c2ccccc2C1=O,0,4,-0.8,0,0,-0.4,.,5,17
O=C(NC1CCCC1)C(c1cccs1)N(Cc1ccco1)C(=O)c1csnn1 (stereo not given),-8,8,-1.0,-4,-2,1.2,1.6,5,7
COCCN(CCOC)C(=O)CN1C(=O)NC2(CCCc3sccc32)C1=O (stereo not given),-18,0,-2.6,3,10,-0.3,-2.6,0,5
CCOC(=O)c1c(C)[nH]c(C)c1S(=O)(=O)NCc1ccccc1OCC,-1,6,-0.1,-5,9,-1.3,.,-4,5
O=C(CCCN1C(=O)C(c2ccccc2)Oc2cccnc21)NCc1ccccc1F (stereo not given),0,2,-0.6,3,4,-0.9,-0.1,1,0
COCCNC(=O)C(OC(=O)C1=Cc2ccccc2OC1)C(C)C (stereo not given),0,14,-0.9,-3,7,0.5,.,2,-4
OC(COc1ccc(F)cc1Cl)CN1CCC(Cc2ccccc2)CC1 (stereo not given),-11,-5,-1.7,-6,-2,-2.8,-0.3,0,5
O=C(c1ccco1)N1CCc2[nH]nc(-c3ccc(Cl)cc3)c2C1,32,12,-3.2,-7,7,-0.6,4.1,4,6
O=C(O)CCn1cc(C(=O)O)c(-c2ccccc2)n1,-4,4,-0.5,-9,0,0.7,.,-3,2
CC(C)(C)N1C(=O)[C@H]2[C@@H](c3ccc(Br)cc3)N3C(=O)N(c4cccc(Cl)c4)C(=O)[C@@]3(Cc3ccccc3)[C@H]2C1=O,-5,15,-0.6,-16,3,-2.1,-1.4,3,-9
Cc1nc2ccccc2c(=O)n1NC(=O)c1ccccc1[N+](=O)[O-],2,-12,-1.5,-1,5,2.9,.,-5,22
CC(NC(=O)Cc1ccsc1)c1ccc(F)cc1 (stereo not given),3,-5,0.8,-1,7,0.1,-1.0,-2,-6
Cc1cccc(Nc2nc(N)nc(CN3CCN(c4ccc(F)cc4)CC3)n2)c1,-3,1,-1.3,-8,6,-0.6,1.4,2,-9
COc1ccc(C(=O)Nc2c(N)nc(SCC(=O)NCC3CCCO3)[nH]c2=O)cc1 (stereo not given),-10,2,-0.8,-11,0,2.9,0.1,-1,7
CC(=O)Nc1ccc(S(=O)(=O)Nc2nc3ccc([N+](=O)[O-])cc3s2)cc1,2,10,-2.1,-3,-2,-0.4,.,-1,5
CCC(C)(C)NC(=O)CN(C(=O)c1snc(C(N)=O)c1N)c1ccc2nc(C)sc2c1,-1,12,-2.3,8,-5,-0.3,-1.0,4,6
COc1ccc(/C=C/C(=O)c2nc3ccccc3n2CC(=O)c2ccc(OC)cc2)cc1,10,26,-0.9,1,8,-0.1,-4.9,-1,-11
C[C@@H]1CN([C@@H](C)CO)C(=O)c2cc(NC(=O)c3ccccc3)ccc2O[C@@H](C)CCCCO[C@@H]1CN(C)Cc1ccc(C(F)(F)F)cc1,-1,15,-1.6,.,6,.,-0.7&-1.8,3,-15
CCOc1cc(C2C(C#N)=C(N)OC(C)=C2C(C)=O)cc(Br)c1O (stereo not given),4,8,-2.3,1,-7,3.0,.,-8,-116
CCCN1CCN(CCCNC(=O)Cn2nc(-c3ccccc3)ccc2=O)CC1,-9,0,-2.4,-2,-5,1.1,-0.8,3,-1
# Continuation.
SMILES,BoNT-F LC inh,GDH-TPI inh,FadD28 binding,Rv3671c inh,PrPC surface inh,Mtb UGM inh,Mtb BioA inh,FBA Mtb inh,MazEF act
Cc1cccc(-n2c(-c3ccco3)nc3ccccc3c2=O)n1,-10,12,-4.7,-3,-2,-2.3,0.9,-1,-8
CC(=O)Nc1ccc(C(=O)CS(=O)(=O)c2ccc(C)cc2)cc1,-7,3,-4.3,0,1,3.2,0.3,3,5
COc1ccccc1C(CNC(=O)c1ccco1)N1CCCC1 (stereo not given),-2,4,-2.3,-4,-5,-1.1,-0.8,0,-3
C#CCOCCOCCOCCNc1nc(N2CCN(C(=O)CCCCCCCCCCNC(=O)[C@H](CCCCN)n3cc(C[C@@H](C)CC)nn3)CC2)nc(N2CCN(C(=O)CCCCCCCCCCNC(=O)[C@H](CCCN=C(N)N)n3cc(C[C@@H](C)CC)nn3)CC2)n1,-63,11,-16,-37,.,-0.1,-2.2,3,-91
COC(=O)c1noc(C)c1-c1ccnn1C(=O)c1ccc(C)cc1,?,-16,-3.2,5,5,5.1,0.6,-1,11
Cc1cccc(NP(=O)(Oc2ccccc2F)Oc2ccccc2F)c1,4,4,-0.3,-4,-4,0.3,-0.3,-3,1
CCOc1ccc(-n2c(SCc3ccc([N+](=O)[O-])cc3)nnc2-c2ccccc2)cc1,-1,2,-2.4,-17,-3,3.6,.,-4,-2
O=C1OC(C(=O)Nc2nccs2)Cc2ccccc21 (stereo not given),-11,11,-0.8,-6,-1,-1.0,-0.3,10,-6
CSc1cccc(CN2CCCC(C(=O)Nc3cccc(-n4cccn4)c3)C2)c1 (stereo not given),2,4,-2.6,-9,-1,5.5,-1.2,5,-4
CSc1ccccc1NC(=O)c1ccc(Cl)s1,-4,-8,-6.6,-1,1,-3.5,5.5,2,2
CC(NC(=S)NCCN1CCOCC1)C12CC3CC(CC(C3)C1)C2 (stereo not given),-6,1,-2.6,9,3,-0.7,.,1,5
CCCc1nc2c3ccccc3ccn2c1CC(C)(C)C,-1,.,-5.6,.,11,.,5.1,7,.
COc1ccc(-c2csc(NC(=O)CCCc3nc4ccccc4c(=O)[nH]3)n2)cc1OC,6,8,-0.9,6,-8,-1.2,-1.2,0,2
CC(Sc1nnnn1-c1ccc(Cl)cc1)C(=O)NCC(=O)Nc1ccc(F)c(F)c1F (stereo not given),10,2,-4.1,-1,-8,0.1,.,1,3
COc1cccc(N(C(=O)c2snc(C(N)=O)c2N)C(C(=O)NCC2CCCO2)c2ccc3ncccc3c2)c1 (stereo not given),-20,8,1.1,2,-5,0.7,0.4,16,-3
COc1ccc(N2CC(NS(=O)(=O)c3cccs3)CC2=O)cc1OC (stereo not given),.,2,-0.5,4,4,-0.2,-0.1,2,0
COC(=O)c1ccc(NC(=O)c2ccc(NS(=O)(=O)c3cccc4cccnc34)cc2)cc1,-16,11,-0.5,-39,.,0.1,-1.2,1,-2
O/N=C(\c1ccccn1)C1CC1c1ccccc1 (stereo not given),1,4,-3.5,4,-7,0.1,.,2,1
O=S(=O)(c1cccc2cnccc12)N1CCNCC1,2,5,0.4,-4,-2,-1.5,-0.5,3,-5
Cc1ccccc1CCNC(=O)C1CCCN(c2cnccn2)C1 (stereo not given),10,9,-0.6,-3,1,-0.5,1.5,0,5
CCOc1ccc(-n2nc(C(=O)NC3CCCCC3)c3ccccc3c2=O)cc1,6,6,-0.8,-8,-2,2.9,-1.6,1,4

# Compound activity deposited in PubChem by several laboratories.
